SIRT5 block: SIRT5 desuccinylase inhibitors, primary screen, biochemical, fluorescence imaging, single point, set 5 | Purified SirT5, succinyl-peptide AMC, trypsin-coupled fluorescence | inhibition, % at 15 µM | hit rate 1.1% among 330,000; in the data active means inhibition above about 15%; inconclusive means no clear call, values can overlap the other calls
Target sequence (Q9NXA8 whole entry, looked up): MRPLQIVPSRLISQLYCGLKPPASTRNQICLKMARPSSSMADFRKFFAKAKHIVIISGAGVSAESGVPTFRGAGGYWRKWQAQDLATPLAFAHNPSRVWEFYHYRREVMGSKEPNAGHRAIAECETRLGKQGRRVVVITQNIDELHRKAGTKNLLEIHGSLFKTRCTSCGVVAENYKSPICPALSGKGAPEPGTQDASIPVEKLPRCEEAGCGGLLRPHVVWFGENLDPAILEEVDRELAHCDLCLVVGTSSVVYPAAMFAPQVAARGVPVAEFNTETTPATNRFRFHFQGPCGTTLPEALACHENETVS
PAX8 inh HTS: inhibitors of PAX8-driven TPO luciferase reporter, primary screen, RMG-I cells, single concentration; inhibition, % at 12.6 µM; hit rate 1.2% among 360,000; SteadyGlo, 24 h;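 active means mean replicate inhibition at least 60% with every replicate also reaching 60%; inconclusive means only one of the two criteria is met; inactive means mean below 60% and not all replicates reaching 60%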;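 further: luciferase light reporting Pax8 driven TPO promoter activity; plate controls were median of neutral control wells for no effect and mitoxantrone controls for full effect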
LGR2 antag: inhibitors of bursicon-induced LGR2 CRE-luciferase signal, primary screen, cell-based, HEK293, CRE-luciferase reporter, bursicon stimulation | AID 720647, 2013 | bursicon-stimulated, 4 h | hit rate 0.35% among 380,000 | inhibition, % at 9.99 µM | Drosophila bursicon receptor LGR2 (rickets);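 active means drop in luminescence signal, shown as inhibition above about 50% in the replicate tests, limit read from the data, passing the limit was not always enough; inconclusive means probably only some replicates passing the limit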;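 further: agonist challenge used bursicon conditioned medium at about half maximal strength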
DENV2 CPE rescue: inhibitors of DENV2 cytopathic effect, primary screen, cell-based, plate reader, single concentration; DENV2-infected cells, cytopathic effect rescue; CPE inhibition, % at 9.99 µM; hit rate 1.7% among 350,000; in the data active means CPE inhibition above about 20%, passing the limit was not always enough; inconclusive means no clear call, values can overlap the other calls; tested in BHK-21 cells;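 further: 0% = median of neutral control wells and 100% = median of positive control wells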
ARNT TACC3 PPI: disruptors of ARNT/TACC3 protein interaction, primary screen, biochemical, AlphaScreen, single concentration; hit rate 0.66% among 390,000; AlphaScreen His-ARNT PAS-B/GST-TACC3 binding, luminescence; TACC3 fragment carries E629A point mutation; Transforming acidic coiled-coil-containing protein 3 (Homo sapiens), Q9Y6A5; inhibition, % at 9.99 µM;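 active means mean inhibition of replicates at least 50% and at least half of replicates each reaching 50%; inconclusive means half or more replicates reach 50% but mean below 50%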;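 further: 0% = complete ARNT plus TACC3 wells and 100% = ARNT alone without TACC3; many hits fall short of the cut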
CASP6 VEID inh: human caspase-6 inhibitors, primary screen, biochemical, VEID-R110 fluorescence, single point, set 2; P55212; purified caspase-6, Z-VEID-R110 cleavage fluorescence; inhibition, % at 12.5 µM; hit rate 0.53% among 350,000;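 active means mean inhibition across replicates at least about 35%, with every replicate also reaching that limit, limit read from the data; inconclusive means only one of the two criteria met; inactive means neither criterion met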;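 further: 0% = median of neutral control wells and 100% = no fluorescence left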
Target sequence (P55212 24-179 limits assumed): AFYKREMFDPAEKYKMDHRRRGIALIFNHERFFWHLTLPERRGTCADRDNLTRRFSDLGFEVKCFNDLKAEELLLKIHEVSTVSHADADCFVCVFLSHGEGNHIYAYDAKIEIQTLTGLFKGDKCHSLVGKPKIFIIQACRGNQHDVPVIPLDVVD
Target sequence (P55212 194-293 limits assumed): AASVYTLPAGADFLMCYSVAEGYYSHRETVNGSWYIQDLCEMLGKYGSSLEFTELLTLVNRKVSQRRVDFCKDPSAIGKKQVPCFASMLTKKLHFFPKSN
EWS-Fli block: EWS/Fli-driven NR0B1 reporter inhibitors, primary screen, A673 cells, NR0B1 luciferase, luminescence, MLPCN library; viability-normalised; inhibition, % at 12.6 µM; hit rate 0.67% among 350,000;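 active means mean inhibition of at least 50% after viability correction, with every replicate also passing that limit; inconclusive means mean reaches 50% but only one of two replicates passes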;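 further: firefly luciferase signal divided by Alamar Blue viability fluorescence both relative to DMSO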
Starred values were filed as active, the others as inactive; ? = inconclusive; . = no result given; & = joins results of further samples. Compounds as they come. Share with any hit: about 4.9%.

SMILES	SIRT5 block	PAX8 inh HTS	LGR2 antag	DENV2 CPE rescue	ARNT TACC3 PPI	CASP6 VEID inh	EWS-Fli block
Cc1cccc(N2CCN(c3ccc4cc(S(=O)(=O)N5CCCCC5)ccc4n3)CC2)c1C	-5	-25	7	-2	4	-3	18
CCOC(=O)[C@]12CCCC=C1N(Cc1cccc3ccccc13)C(=O)[C@H](CC(=O)N1CCCC1)C2	0	9	4	?	.	3	-17
CN(C)c1ccc(CNC(=O)c2cc(S(=O)(=O)N3CCCC3)cn2C)cc1	2	14	-8	-5	-3	0	3
Cc1ccc(SCC(=O)NNC(=O)c2ccccc2)c(C)c1	-3	16	-11	-7	-12	-2	-1
C[C@H]1CN([C@@H](C)CO)C(=O)c2cccc(N(C)C)c2O[C@H]1CN(C)S(=O)(=O)c1cn(C)cn1	.	-14	14	.	.	.	-6
CCOC(=O)N1CCN(C(=O)c2ccccc2NC(=O)c2ccc(Br)cc2)CC1	-2	7	0	2	.	7	6
COc1cc(OC)c2ccc(=O)oc2c1C(CCN1CCCC1)c1ccc(N(C)C)cc1 (stereo not given)	.	-8	-7	.	15	.	-8
C[C@H]1CN([C@@H](C)CO)C(=O)c2cc(NC(=O)Nc3ccc(F)cc3)ccc2O[C@@H]1CN(C)S(C)(=O)=O	2	-8	-1	-1	-5	1	4
O=C(CNCCN1CCOCC1)Nc1ccccc1Sc1ccccc1	1	10	6	3	-3	1	3
CCCn1nc(C(=O)OCC(=O)c2ccccc2)c2ccccc2c1=O	-51	9	-7	1	1	-4	6
COC(=O)C[C@H]1C=C[C@H](NC(=O)c2ccccn2)[C@@H](CO)O1	.	-9	-20	-5	.	-1	-8
CCOC(=O)c1ccc(S(=O)(=O)N2CCN(C/C=C/c3ccccc3)CC2)cc1	0	0	-17	0	-2	0	0
COC(=O)C[C@@H]1CC[C@H](NS(=O)(=O)c2ccc(OC)cc2)[C@H](CO)O1	1	-7	17	-9	17	-2	12
CC(C)NC(=O)CN1CCC(c2nc3ccccc3[nH]2)CC1	-3	18	-9	-4	7	5	-1
CC1C=Cc2ccccc2N1C(=O)c1ccccc1 (stereo not given)	-5	.	5	.	21	-1	-8
COc1ccc(C(=S)N2CCCC2)cc1C	.	.	4	.	-2	-2	.
CCOc1cc(/C=N\NC(=O)OC(C)(C)C)ccc1OC(=O)c1ccco1	2	8	-22	-1	-7	-1	3
CN(CCO)c1cccc2c1S(=O)(=O)N[C@H](Cc1ccccc1)CO2	0	2	-8	5	.	-1	-5
CC(NC(=O)COC(=O)c1cc(=O)[nH]c2ccccc12)c1ccccc1 (stereo not given)	4	17	-21	-4	3	0	0
CC(C)Cc1nc2sc3c(SCC(N)=O)ncnc3c2c2c1CCC2	-7	8	-25	-11	-5	0	12
O=Cc1ccc(Oc2cccc(C(F)(F)F)c2)nc1	-1	5	-6	10	-1	-2	-8
CCOC(=O)c1c(NC(=O)C2COc3ccccc3O2)sc(C(C)=O)c1C (stereo not given)	-3	.	2	-4	-11	1	18
CCOc1cc(C=O)ccc1OCc1cc(=O)n2cc(C)ccc2n1	-2	-11	-2	-2	-1	-4	-5
CC(NC(=O)CCc1nnc(-c2ccccc2)o1)c1ccccc1 (stereo not given)	-1	-66	-21	2	3	-5	-48
CN(C)S(=O)(=O)c1ccc(NC(=O)/C=C/c2ccccc2Cl)cc1	.	-11	-27	.	32	.	0

New compounds follow.
SMILES	SIRT5 block	PAX8 inh HTS	LGR2 antag	DENV2 CPE rescue	ARNT TACC3 PPI	CASP6 VEID inh	EWS-Fli block
CN(C)CC(=O)N1C[C@@H]2N[C@H](C1)C2c1ccc(/C=C/c2ccccc2)cc1 (stereo not given in full)	.	-92&-1	-20&11	17&7	.	.	14&-2
O=C(c1[nH]c(C(F)(F)F)nc1-c1ccccc1)N1CCN(Cc2c(F)cccc2Cl)CC1	-2	4	-3	3	.	-3	5
CNC[C@H]1OCCCC[C@H](C)Oc2ccc(NC(=O)c3ccncc3)cc2C(=O)N([C@H](C)CO)C[C@@H]1C	4	-5	-8	1	-11	0	-6
COc1ccc(C)cc1N(CC(=O)N1CCCCCC1)S(=O)(=O)c1ccccc1	.	-13	-13	2	-6	2	-3
C/C=C(\C)C(=O)Nc1cccc(C2=NOC3(C2)C[C@@H](C(N)=O)N(C(=O)/C(C)=C/C)C3)c1 (stereo not given in full)	.	-24	-3	30*	0	4	-15
O=C1CN(Cc2ccccc2)C[C@@H]2[C@@H](c3ccc(-c4ccccc4F)cc3)[C@@H](CO)N12	-2	0	-5	4	.	-1	3
O=S(=O)(/N=C(/c1ccccc1Cl)N1CCOCC1)c1ccccc1	-1	.	2	3	-11	-2	-9
O=C(NNC(=O)C1CCN(c2ncccn2)CC1)c1ccc(F)cc1	1	-1	0	-6	8	0	-9
CO[C@H](CN(C)S(=O)(=O)c1ccc(Cl)cc1)[C@H](C)CN(Cc1ccccc1Cl)[C@@H](C)CO	-2	.	8	-1	-3	1	4
CCCCN1CCC(=O)C(C(=O)OCC)=C1C(=O)OCC	-3	-7	12	12	-2	0	-8
Cc1c(CN2CCc3c([nH]c4ccccc34)C2CC(C)C)cnn1C (stereo not given)	-2	17	-6	20	11	-1	12
COc1ccc(-c2cc(C(=O)NN3CCOCC3)c3ccccc3n2)cc1OC	-4	4	5	-3	1	2	.
O=C(CN(C(=O)C1CSC(=O)C1)c1cccc(F)c1)NCc1ccc2c(c1)OCO2 (stereo not given)	-1	14	11	-2	-5	4	2
O=S(=O)(Nc1ccccc1)c1cccc2nonc12	-2	8	4	-3	-3	0	.
CC(C)(C)OC(=O)C[C@@H]1C/C=C\C[C@@H](CC(=O)NCCO)C(=O)NC[C@@H](c2ccccc2)OC1=O	.	-3	-12	.	-13	4	-2
CC(=O)Nc1ccc(C(=S)NCC2(N(C)C)CCCCC2)cc1	-6	-17	-9	.	-11	0	-11
O=C(Nc1ncccc1O)c1cccc(S(=O)(=O)NCc2ccccc2)c1	1	11	-4	?	13	10	0
N=c1c2c3c(sc2ncn1Nc1ccccc1)CCC3	0	25	-5	-8	.	8	-2
O=C(N/N=C\c1ccc(Cl)s1)C1COc2ccccc2O1 (stereo not given)	-1	22	.	7	3	-8	1
Cc1ccccc1S(=O)(=O)N1CC[C@@H]2[C@H]1c1cc(-c3cccc(C#N)c3)ccc1N(C)[C@H]2CO	-1	21	12	-27	3	-2	-1
CCN(C[C@H]1N[C@@](C)(C(=O)OC)[C@H]2C(=O)N(C)C(=O)[C@@H]12)C(=O)c1ccc(C(C)(C)C)cc1	-1	3	-15	-6	-8	3	8
CCOc1ccc(NC(=O)COC(=O)C2COc3ccccc3O2)cc1 (stereo not given)	.	-26	3	1	.	0	-8
CC1CCCC(C)N1C(=O)CSc1nccc(=O)[nH]1 (stereo not given)	-3	22	4	5	4	1	2
CO[C@H]1CN(C)C(=O)c2ccc(NC(=O)c3ccccc3F)cc2OC[C@@H](C)N(C(=O)c2ccccc2F)C[C@@H]1C	4	.	2	7	-5	.	-2
CCNC(=O)C1(C)CCCCN1Cc1ccc(C#N)cc1 (stereo not given)	.	-2	-3	13	.	1	0

(next part)
SMILES	SIRT5 block	PAX8 inh HTS	LGR2 antag	DENV2 CPE rescue	ARNT TACC3 PPI	CASP6 VEID inh	EWS-Fli block
CNC[C@H]1OCCCC[C@H](C)Oc2ccc(NS(C)(=O)=O)cc2C(=O)N([C@H](C)CO)C[C@H]1C	-3	-10	-12	1	-5	1	2
O=C(CCNC(=O)c1ccccc1Cl)NC1=NCCS1	0	-9	2	1	20	8	-13
COc1cc(-c2cc(C(=O)Nc3cccc(S(=O)(=O)N(C)C)c3)c3ccccc3n2)cc(OC)c1OC	1	-8	4	-1	-2	0	11
COc1ccc(/C(N)=N/OC(=O)c2ccc(Br)o2)cc1	-5	-125	-97	17	-5	-2	-113
CCCCn1c(N)c(N(CC(C)C)C(=O)c2ccc(C)c(S(=O)(=O)N3CCCCC3)c2)c(=O)[nH]c1=O	0	9	7	-5	-1	0	-3
O=C(C[C@@H]1CC[C@@H](NC(=O)c2ccccc2)[C@@H](CO)O1)NCc1ccncn1	-3	0	6	-3	-4	-4	-5
COc1ccc(S(=O)(=O)NC(C(=O)OCC(=O)Nc2ccc(N3CCOCC3)cc2)C(C)C)cc1 (stereo not given)	-2	-40	9	2	.	3	-1
COc1ccc2c(CN3CCN(S(=O)(=O)c4cccs4)CC3)cc(=O)oc2c1	3	22	-2	-3	-4	1	-11
COc1ccc(CNC(=O)C[C@@H]2C[C@H]3c4cc(NC(=O)NC5CCCC5)ccc4O[C@H]3[C@H](CO)O2)cc1	3	7	12	-9	.	-1	12
CCc1ccc(NC(=O)C/C(C)=N/NC(=O)OCc2ccc(OC)cc2)cc1	0	-32	.	-4	-3	1	-15
COc1cccc(-c2cnc3c(c2)C(=O)N([C@H](C)CO)C[C@H](C)[C@@H](CN(C)CC2CCCC2)O3)c1	.	-23	-13	.	.	.	-6
C[C@@H]1CN([C@H](C)CO)S(=O)(=O)c2ccc(-c3cncnc3)cc2O[C@H]1CN(C)C(=O)Cc1ccccc1	2	-3	-10	-5	-17	4	-5
COc1cccc2[nH]c(C(=O)NCCCN3CCCC3=O)cc12	4	-17	23	-2	-5	0	.
O=C(N[C@H]1CC[C@@H](CCNS(=O)(=O)c2ccccc2)O[C@@H]1CO)c1cccnc1	-1	2	20	-5	2	-6	6
CCOc1ccccc1N(CC(=O)Nc1c(C)n(C)n(-c2ccccc2)c1=O)S(=O)(=O)c1ccccc1	-4	13	-8	-5	.	-2	-12
OCCc1ccc(O)cc1	1	-28	-13	-2	1	1	-2
COc1ccccc1S(=O)(=O)NCc1ccc(C(=O)N(C)Cc2ccc(F)cc2)cc1	0	-20	8	2	.	2	9
Cc1ccc(CN(C)C(=O)C2CCN(C(=O)Nc3ccccc3)CC2)o1	5	-12	5	20	-2	12	-13
C[C@@H]1CN([C@H](C)CO)S(=O)(=O)c2ccc(-c3cncnc3)cc2O[C@@H]1CN(C)Cc1ccncc1	0	.	-17	-10	16	-1	-1
CNC(=O)C1(C)CCN1C(=O)Cc1ccc(C(C)C)cc1 (stereo not given)	-1	-12	-3	-1	.	-4	12
COc1ccc2cc(CNCCOCCOCCNCc3ccc4cc(OC)ccc4c3)ccc2c1	-2	117*	103*	4	11	-43	56*
C[C@@H]1CN([C@@H](C)CO)C(=O)c2cccc(NS(=O)(=O)c3cccs3)c2O[C@@H]1CN(C)Cc1ccc(C(=O)Nc2ccccc2N)cc1	.	.	-44	6	2	0	45
CSc1ccc(CCNC(=O)c2ccc(CS(=O)Cc3ccccc3Cl)o2)cc1 (stereo not given)	2	10	2	6	2	2	.
Nc1ccc(-c2nnn(Cc3ccccc3F)n2)cc1	-4	-120	-63	4	-6	-2	-30
COc1ccc(C2NC(=S)N(Cc3ccc(Cl)cc3)C(C)=C2C(C)=O)cc1 (stereo not given)	-2	-1	19	10	.	-3	2
COc1cccc(CN2CC(C(=O)N(C)Cc3ccnc4ccccc34)CCC2=O)c1 (stereo not given)	7	13	8	-2	-2	1	.
O=C(O)c1ccccc1C(=O)c1ccc2oc(=O)[nH]c2c1	2	-5	4	-6	-30	21	-19
Cc1ccc(SC2=C(N(C)C)C(=O)c3ccccc3C2=O)cc1	0	-2	-24	-1	.	8	0

Screening results from PubChem.
